GPR55 beta-arrestin: GPR55 agonists via beta-arrestin recruitment, primary screen, imaging, U2OS cells, beta-arrestin-GFP redistribution (AID 1961); 290,000 tested, 0.048% active; one-dose activation, % at 10 µM; EC50 in µM for titrated hits; U2OS GPR55 beta-arrestin-GFP redistribution imaging; higher % means a stronger effect;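 active = activation above 40% with more than 50 cells counted in the well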;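 note: U2OS osteosarcoma cells stably expressing GPR55 and beta-arrestin-GFP; plate controls were DMSO negative control for no effect and LPI positive control for full effect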
KOR beta-arrestin-1: KOR antagonists, beta-arrestin recruitment, cell-based, luminescence, uHTS (AID 1778). Kappa-type opioid receptor (Homo sapiens). KOR beta-arrestin recruitment, luminescence, antagonist mode; higher % means a stronger effect. inhibition, % at 10 µM; hits with a dose series show IC50 in µM. 290,000 tested, 0.091% active; in the data active = inhibition above about 50%; note: strong numbers were not always called active
GPR55 antagonists: GPR55 antagonists blocking LPI-driven arrestin recruitment, primary screen, imaging, U2OS, beta-arrestin-GFP, LPI agonist (AID 2013) | G-protein coupled receptor 55 (Homo sapiens) | U2OS GPR55 beta-arrestin-GFP translocation imaging, LPI antagonism; higher % means a stronger effect | inhibition, % at 10 µM, or IC50 in µM where a hit was titrated | 290,000 tested, 0.13% active;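 active = spots per cell inhibited over 60%, with over 100 cells counted and total cytoplasm intensity under 500,000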;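 note: U2OS cells stably carrying GPR55 and arrestin-GFP stimulated by 5 µM LPI near EC80; imaged beta-arrestin-GFP aggregate spots per cell after agonist stimulation; plate controls were LPI-stimulated DMSO wells for no effect and DMSO wells without LPI for full effect; some results filed as inactive read as strong as hits; confirmed hits need IC50 under 10 µM and bright autofluorescent wells are also inconclusive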
KOR beta-arrestin-2: KOR agonists, beta-arrestin recruitment, primary screen, cell-based, luminescence, uHTS (AID 1777); Kappa-type opioid receptor (Homo sapiens); KOR beta-arrestin recruitment, luminescence; higher % means a stronger effect; activation, % at 10 µM; hits with a dose series show EC50 in µM; 280,000 tested, 0.02% active; in the data active = activation above about 50%, passing the limit was not always enough; note: a part of the inactive calls stands beside numbers as strong as those of hits
GPR35 antagonists: GPR35 antagonists blocking zaprinast-driven arrestin recruitment, primary screen, imaging, U2OS, beta-arrestin-GFP, zaprinast agonist (AID 2058); G-protein coupled receptor 35 (Homo sapiens); U2OS GPR35 beta-arrestin-GFP translocation imaging, zaprinast antagonism; higher % means a stronger effect; one-dose inhibition, % at 10 µM; IC50 in µM for titrated hits; 290,000 tested, 0.052% active;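 active = inhibition of at least 50% with at least 30 cells and total cytoplasm GFP at most 10,000,000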
NTR1 ag: agonists of NTR1, primary screen, imaging, U2OS cells, beta-arrestin-GFP, high content (AID 493036) | Neurotensin receptor type 1 (Homo sapiens), P30989 | NTR1-U2OS beta-arrestin-GFP spot imaging, agonist mode | activation, % at 20 µM | 330,000 tested, 0.17% active;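 active = activation at or above 40% of the spot to cytoplasm intensity ratio, with at least 20 cells analyzed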;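 note: 0% = DMSO without peptide and 100% = 100 nM NTR1 peptide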
Target sequence (P30989 whole entry, looked up): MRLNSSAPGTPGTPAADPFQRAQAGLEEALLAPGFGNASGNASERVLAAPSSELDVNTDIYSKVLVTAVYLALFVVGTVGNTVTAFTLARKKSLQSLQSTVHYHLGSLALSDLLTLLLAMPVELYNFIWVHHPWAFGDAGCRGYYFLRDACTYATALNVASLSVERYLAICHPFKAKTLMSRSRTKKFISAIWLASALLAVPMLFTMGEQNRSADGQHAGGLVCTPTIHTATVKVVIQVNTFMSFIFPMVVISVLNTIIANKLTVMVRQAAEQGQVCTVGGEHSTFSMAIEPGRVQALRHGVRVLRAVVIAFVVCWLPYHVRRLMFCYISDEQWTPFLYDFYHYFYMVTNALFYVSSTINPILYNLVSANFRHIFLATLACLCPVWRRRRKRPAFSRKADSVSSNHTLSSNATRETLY
K1F lysis inhibition: inhibition of K1F phage lysis, E. coli UTI89, bacterial capsule biogenesis inhibitors, alamar blue (AID 488966); E. coli UTI89 K1F phage lysis, alamar blue, 2 h; higher % means a stronger effect; inhibition, % at 100 µM, or IC50 in µM where a hit was titrated; 340,000 tested, 0.02% active;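 active = phage lysis inhibition, versus mean bacterial control, above a set limit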;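 note: capsule biogenesis inhibitors block K1F phage lysis so surviving cells raise fluorescence; higher fluorescence means more inhibition of phage lysis; actives were called in the ten point dose series up to 300 µM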
NOD1 NF-kB reporter: NOD1 signaling inhibitors, primary screen, cell-based, luminescence, uHTS (AID 1578); NOD1-driven NF-kB luciferase reporter cells, luminescence; higher % means a stronger effect; inhibition, % at 4 µM, or EC50 in µM where a hit was titrated; 290,000 tested, 1% active; in the data active = inhibition mostly above about 36%, no sharp cut-off; inactive = mostly below about 34%;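 note: HEK-293T reporter cells stimulated with the NOD1 agonist gamma-tri-DAP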
MgcRacGAP inhibition: MgcRacGAP GTPase-activating activity inhibitors, confirmation, biochemical, ADP Hunter fluorescence. MgcRacGAP-stimulated Rac1 GTP hydrolysis, ADP Hunter fluorescence; higher % means a stronger effect; GST-tagged Rac1 F28L mutant substrate. Rac GTPase-activating protein 1 (Homo sapiens). AID 624330, 2012. inhibition, % at 30 µM, or IC50 in µM where a hit was titrated. 340,000 tested, 0.6% active;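 active = first-screen hits whose inhibition reached a set limit at any dose in the follow-up dose series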;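 note: fluorescence reports GDP produced by GAP-driven GTP hydrolysis; strong numbers were not always called active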
NTR1 ag cell count 20 µM: recorded beside NTR1 ag, whose call it bears; cell count; measured here: cell count, cytotoxicity flag
* marks the source's active call; other numbers are inactive results; nt = not tested or not shown; [ ] = dose if it differs, or a comment. An excerpt. The share of hits here may be higher or lower than overall.

Fields – GPR55 beta-arrestin	KOR beta-arrestin-1	GPR55 antagonists	KOR beta-arrestin-2	GPR35 antagonists	NTR1 ag	NTR1 ag cell count 20 µM	K1F lysis inhibition	NOD1 NF-kB reporter	MgcRacGAP inhibition
- CN(CCCCCC(=O)/C=N/O)Cc1ccccc1
 : -0.5%	22.0%	11.2%	6.8%	-1.2%	0.3	37	0.5%	-19.8%	3.0%
- Cn1c(=O)[nH]c(=O)c2c1nc(NC1CCCCC1)n2Cc1ccccc1
 : -0.1%	-0.2%	14.4%	1.6%	-2.6%	0.9	41	-0.1%	-15.2%	1.6%
- O=c1cc(CSc2nnc(COc3ccccc3)n2-c2ccccc2)c2ccccc2[nH]1
 : 0.4%	-9.7%	10.1%	4.5%	-10.3%	0.1	46	3.2%	-4.1%	10.8%
- COc1ccc(S(=O)(=O)N2CCC3(CC2)OCCO3)cc1
 : 0.1%	17.3%	2.7%	0.7%	13.6%	-0.1	35	0.1%	-38.3%	3.3%
- O=C(c1ccc(CNS(=O)(=O)c2cccc(Cl)c2)cc1)N1CCCCC1
 : 0.0%	-7.0%	5.6%	-0.1%	-9.6%	3.8	51	-1.6%[50 µM]	-27.0%	2.2%
- O=C(Nc1nnc(Cc2c[nH]c3ccccc23)s1)c1ccc(Cl)cc1Cl
 : -0.4%	5.4%	10.7%	9.4%	6.0%	0.9	54	4.2%	-5.6%	-3.0%
- COCCNC(=O)C(c1ccc(OC)cc1)N(CCOC)C(=O)CCC(=O)Nc1nccs1 (stereo not given)
 : -0.2%	-16.4%	0.7%	-0.4%	-2.9%	1.3	45	0.2%	-17.5%	6.6%
- Cc1ccc(-c2cc3c(nn2)-c2ccccc2C3=O)cc1
 : -0.1%	29.5%	8.3%	-3.5%	-4.0%	4.7	55	0.2%	20.9%	11.8%
- Cc1cc(C)c(C)c(S(=O)(=O)NCC(=O)NCC2CCCCC2)c1C
 : -0.2%	-40.6%	-4.0%	0.6%	13.0%	1.5	34	0.0%	-8.5%	8.7%
- S=C1NC2(CCS1)Oc1ccccc1C1CC(c3ccccc3)=NN12 (stereo not given)
 : -0.3%	14.8%	7.5%	0.0%	3.2%	nt	nt	nt	-4.3%	nt

5 entries drawn at random from the list so far, as already listed:
Fields – GPR55 beta-arrestin	KOR beta-arrestin-1	GPR55 antagonists	KOR beta-arrestin-2	GPR35 antagonists	NTR1 ag	NTR1 ag cell count 20 µM	K1F lysis inhibition	NOD1 NF-kB reporter	MgcRacGAP inhibition
- Cc1ccc(-c2cc3c(nn2)-c2ccccc2C3=O)cc1
 : -0.1%	29.5%	8.3%	-3.5%	-4.0%	4.7	55	0.2%	20.9%	11.8%
- O=c1cc(CSc2nnc(COc3ccccc3)n2-c2ccccc2)c2ccccc2[nH]1
 : 0.4%	-9.7%	10.1%	4.5%	-10.3%	0.1	46	3.2%	-4.1%	10.8%
- Cc1cc(C)c(C)c(S(=O)(=O)NCC(=O)NCC2CCCCC2)c1C
 : -0.2%	-40.6%	-4.0%	0.6%	13.0%	1.5	34	0.0%	-8.5%	8.7%
- O=C(c1ccc(CNS(=O)(=O)c2cccc(Cl)c2)cc1)N1CCCCC1
 : 0.0%	-7.0%	5.6%	-0.1%	-9.6%	3.8	51	-1.6%[50 µM]	-27.0%	2.2%
- S=C1NC2(CCS1)Oc1ccccc1C1CC(c3ccccc3)=NN12 (stereo not given)
 : -0.3%	14.8%	7.5%	0.0%	3.2%	nt	nt	nt	-4.3%	nt

The results go on.
Fields – GPR55 beta-arrestin	KOR beta-arrestin-1	GPR55 antagonists	KOR beta-arrestin-2	GPR35 antagonists	NTR1 ag	NTR1 ag cell count 20 µM	K1F lysis inhibition	NOD1 NF-kB reporter	MgcRacGAP inhibition
- O=C(c1ccco1)N1CCN(C(c2ccc(Cl)cc2)c2nnnn2Cc2ccccc2)CC1 (stereo not given)
 : -0.1%	-40.4%	19.8%	0.0%	-2.0%	-1.3	62	1.6%	-51.7%	-2.4%
- CCOc1ccccc1N1CCN(C(=O)c2cc3c(s2)CCC3)CC1
 : 0.8%	10.7%	3.2%	4.7%	2.3%	4.4	41	0.2%	-18.0%	11.9%
- COc1ccc(NC(=O)C2CCN(C(=O)Cc3ccccc3)CC2)cc1OC
 : 0.3%	-33.1%	-1.7%	-1.1%	-7.6%	-0.2	67	0.2%	-27.1%	3.4%
- Cc1cccc(OCCNC(=O)c2cc(-n3cnnc3)ccc2Cl)c1
 : 0.3%	-50.9%	23.8%	5.0%	4.9%	-0.5	44	-0.9%	-7.6%	10.7%
- Cc1cccc(/C=C\c2nc3ccccc3c(=O)[nH]2)c1
 : -0.4%	13.2%	-4.9%	5.5%	14.1%	-0.6	46	2.1%	-6.1%	6.8%
- CC(=O)N(CCCCN1C(=O)c2ccccc2C1=O)c1ccc(C)cc1
 : -0.1%	6.9%	5.6%	-1.8%	-6.6%	-4.7	67	2.2%	-1.5%	10.1%
- O=C(Nc1nc(-c2ccc(Cl)cc2)cs1)NC1CCCCC1
 : -0.2%	17.5%	7.9%	-1.1%	-10.3%	39.6	53	-5.2%	-27.4%	6.7%
- CCCC(C)NC(=O)COC(=O)c1ccccc1SCC(=O)NC(C)CCC (stereo not given)
 : -0.3%	2.9%	7.7%	-8.1%	14.6%	-0.2	66	1.1%	-29.6%	2.9%
- CN(C)CC(C)(C)CNS(=O)(=O)c1cccc2nsnc12
 : 0.1%	-8.1%	-0.1%	2.6%	11.6%	0.3	53	9.3%	-11.3%	-1.9%
- COc1ccc(OC)c(S(=O)(=O)NC2CC2)c1
 : -0.1%	17.9%	8.0%	-4.3%	-4.6%	0.6	78	0.0%	-2.2%	3.8%
- COCC(=O)NCCc1ccc(S(N)(=O)=O)cc1
 : 0.2%	9.8%	-6.7%	-6.0%	4.5%	2.0	33	-3.4%	10.6%	3.0%
- CCOC(=O)c1ccc(NC(=O)CCc2nc(-c3ccccc3)no2)cc1
 : -0.2%	2.0%	11.6%	0.2%	3.5%	-0.3	82	0.3%	10.0%	8.3%
- O=C(Oc1ccc(-c2nnco2)cc1)c1ccc(Br)o1
 : -0.1%	3.9%	0.0%	5.9%	-8.9%	-0.5	46	0.9%[50 µM]	-25.8%	6.9%
- Cc1ccc(C2=NN(S(=O)(=O)c3ccccc3)C(c3ccccc3O)C2)cc1 (stereo not given)
 : -0.4%	-2.7%	19.0%	-0.3%	16.2%	nt	nt	0.4%	-13.9%	7.3%
- Cc1ccc(S(=O)(=O)NCC(=O)Nc2cccc([N+](=O)[O-])c2)cc1
 : 0.2%	-30.6%[20 µM]	13.1%	-3.6%	-3.8%	-0.8	30	-0.1%	-36.6%	7.6%
- CSc1nnc(NC(=O)c2ccc(C)c(S(=O)(=O)N3CCOCC3)c2)s1
 : -0.2%	3.6%	7.9%	0.2%	13.8%	-1.3	42	-0.1%	-40.6%	7.9%
- Cn1ncc(Cl)c(Oc2ccc(Cl)cc2)c1=O
 : 0.1%	4.7%	13.1%	1.9%	-7.6%	-0.7	41	5.0%	3.4%	4.6%
- Cc1onc(C(=O)N2CCN(c3ccccc3F)CC2)c1-c1ccccc1Cl
 : 0.1%	-21.4%	-14.8%	3.2%	1.4%	-2.4	43	2.7%	40.9%	6.0%
- Cc1ccc2c(c1)-c1c(cnn1CC(=O)N(CCC#N)c1ccccc1)CO2
 : 0.7%	49.2%	6.2%	-10.5%	14.9%	8.6	50	2.0%	10.5%	17.7%
- COc1ccc(/C=C/CN2CCN(Cc3ccccc3)C(CCO)C2)cc1 (stereo not given)
 : 0.0%	-12.5%	3.4%	-2.2%	-3.3%	1.1	63	-0.8%	-10.7%	4.0%
- CCc1c(C)n2nc(C)cc2[nH]c1=O
 : -0.1%	-63.5%	-2.5%	-1.4%	5.4%	0.1	89	1.4%	-7.2%	4.5%
- CCSc1nnc(-c2ccccc2SC)o1
 : -0.4%	9.7%	1.4%	-3.0%	-6.2%	-1.2	28	-0.2%	-32.3%	9.2%
- CC(=O)c1ccc(NC(=O)C2CC(=O)N(Cc3ccccc3)C2)cc1 (stereo not given)
 : 0.0%	-32.5%	7.9%	0.5%	-21.1%	0.5	49	7.8%	-33.8%	10.0%
- CSc1ccccc1NC(=O)CN(Cc1ccccc1)S(C)(=O)=O
 : 0.2%	-55.8%	6.9%	-3.8%	-15.1%	-1.8	73	1.1%	4.3%	6.4%
- Cc1cc(C)cc(-n2ccnc2SCC(=O)Nc2ccc3c(c2)OCCO3)c1
 : -0.5%	15.0%	0.3%	-1.2%	5.1%	0.8	36	-0.3%	nt	7.6%
- O=C1/C(=C\c2ccc(O)cc2)SC(=S)N1Cc1ccccc1
 : -0.1%	-3.5%	-3.8%	2.5%	1.2%	2.2	56	0.0%	-9.6%	10.6%
- CCCCn1c(SCC(=O)c2cc(OC)ccc2OC)nc2cc(S(N)(=O)=O)ccc21
 : -0.2%	-11.2%	6.1%	-0.9%	6.0%	-2.9	83	2.7%	3.7%	6.1%
- O=C(NCCN1CCOCC1)C(=O)NCC1OCCCN1S(=O)(=O)c1ccc(F)cc1 (stereo not given)
 : 0.8%	-17.1%	20.6%	-4.3%	14.4%	0.7	66	-0.1%	-6.4%	3.7%
- Cn1c(=O)n(C)c2cc([N+](=O)[O-])c(N3CCN(C(=O)c4ccccc4)CC3)cc21
 : 0.7%	35.4%	13.9%	-1.6%	23.2%	3.6	31	1.6%	14.5%	1.2%
- CCN(CC)CCCn1c(C)cc2c(c1=O)C(c1ccc(OC)c(OC)c1OC)C(C#N)=C(N)O2 (stereo not given)
 : -0.3%	-12.3%	-8.2%	9.3%	0.9%	0.5	38	-0.2%	11.5%	11.6%
- COc1ccc(S(=O)(=O)Nc2cc3[nH]c(=O)oc3cc2C)cc1
 : -0.1%	5.7%	-4.0%	0.9%	4.2%	-1.8	47	-0.5%[50 µM]	-4.6%	6.0%
- C[C@@]12C(=O)N(c3ccc(F)cc3)C(=O)N1[C@@H]1c3ccccc3OC[C@@H]1[C@H]2c1ccccc1
 : 0.0%	-2.4%[20 µM]	8.7%	-1.2%	4.0%	2.4	74	0.1%	-43.2%	1.1%
- CCN1CCN(CC(=O)Nc2c(C(=O)OC)[nH]c3cccc(Cl)c23)CC1
 : -0.2%	-18.8%	6.6%	8.6%	-4.6%	nt	nt	nt	5.3%	nt
- Cc1ccc2cccc(NC3OC(=O)c4ccccc43)c2n1 (stereo not given)
 : -0.3%	-3.9%	10.7%	14.9%	-18.0%	2.9	64	1.4%[50 µM]	-19.6%	4.2%
